HKDC1 inh – HKDC1 (human) hexokinase inhibition; AID 493160; inhibition, % at 20 µM; 340,000 compounds, 0.16% hits; recombinant HKDC1, G6PDH/diaphorase resazurin coupled fluorescence; Q2TB90;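 active = inhibition above about 35% when tested at 20 µM, limit read from the data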;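 note: plate controls were DMSO wells with enzyme for no effect and DMSO wells lacking enzyme for full effect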
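Test system: Recombinant HKDC1 (HK5) hexokinase enzyme, produced in-house | Input: HKDC1 at 5 µg/mL | Buffer or medium: Tris pH 8.0 buffer with MgCl2, Tween-20, BSA, BME | Schedule: 90 min reaction incubation at room temperature, dark | Technique: Resazurin-to-resorufin fluorescence via G6PDH and diaphorase coupling, 525/613 nm | Controls: DMSO wells with and without enzyme mix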
PfGluPho inh – PfG6PD (Plasmodium falciparum) enzyme inhibition. PfGluPho enzyme, NADPH resazurin-diaphorase fluorescence. inhibition, % at 20 µM. 350,000 compounds, 0.78% hits. AID 504690;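 active = inhibition reaching at least a set limit at 20 µM in the primary screen, cut at about 59% in these data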;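 note: 0% = DMSO wells with substrate and 100% = DMSO wells lacking glucose-6-phosphate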
mIAP activ – mouse IAP activation; activation factor at 10 µM; muIAP, CDP-Star luminescence, 30 min; hits give high values; 1 = vehicle-only enzyme signal, 0 = enzyme-free wells; AID 2805; 330,000 compounds, 0.24% hits;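 active = activation factor of at least 2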; note: the source names both 10 and 20 µM as test concentration; values of inactives mirror those of a sister screen read the other way
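Assay system: mouse IAP enzyme; Reagent: CDP-Star chemiluminescent phosphatase substrate; Compound: DMSO-dissolved test compounds; Incubation: 30 min, room temperature; Technique: luminescence from enzymatic CDP-Star hydrolysis; Controls: DMSO-only wells and no-enzyme negative control.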
hIAP inh – blocks human intestinal alkaline phosphatase. purified IAP, CDP-Star luminescence, 30 min. P09923. inhibition, % at 10 µM. 330,000 compounds, 0.12% hits;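 active = inhibition reaching a set limit with compound at 10 µM in the primary screen, cut at about 35% in these data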;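 note: plate controls were DMSO wells with enzyme for no effect and no-enzyme buffer wells for full effect; values of inactives mirror those of a sister screen read the other way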
Target sequence (P09923 whole entry, looked up): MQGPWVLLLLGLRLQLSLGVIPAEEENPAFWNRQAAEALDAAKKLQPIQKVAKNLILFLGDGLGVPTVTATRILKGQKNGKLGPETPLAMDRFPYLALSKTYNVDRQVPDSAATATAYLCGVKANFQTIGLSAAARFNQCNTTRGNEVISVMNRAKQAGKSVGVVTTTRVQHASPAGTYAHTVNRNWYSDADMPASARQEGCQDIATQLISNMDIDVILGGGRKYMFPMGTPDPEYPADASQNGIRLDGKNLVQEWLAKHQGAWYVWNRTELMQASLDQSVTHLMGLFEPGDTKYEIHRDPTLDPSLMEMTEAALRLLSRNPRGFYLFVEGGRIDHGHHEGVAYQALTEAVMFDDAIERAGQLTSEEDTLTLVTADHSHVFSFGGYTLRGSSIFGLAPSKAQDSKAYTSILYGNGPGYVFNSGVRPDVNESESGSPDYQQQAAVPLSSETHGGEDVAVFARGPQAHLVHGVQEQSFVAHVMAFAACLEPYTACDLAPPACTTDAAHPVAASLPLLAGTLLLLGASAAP
A3A deaminase – human APOBEC3A DNA deaminase inhibition. P31941. recombinant A3A, FAM/TAMRA ssDNA deamination fluorescence. inhibition, % at 20 µM. 330,000 compounds, 0.41% hits;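 active = at least 40% inhibition at 20 µM here, with at most 30% in a related deaminase screen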;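 note: plate controls were A3A with DMSO for no effect and wells lacking A3A enzyme for full effect; some results filed as inactive read as strong as hits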
mIAP inh – blocks mouse intestinal alkaline phosphatase | purified mouse IAP, CDP-Star luminescence, 30 min | inhibition, % at 10 µM | 330,000 compounds, 0.2% hits | AID 2806;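 active = inhibition of at least 40% at 10 µM in the primary screen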;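 note: plate controls were DMSO with enzyme for no effect and no enzyme wells for full effect; values of inactives mirror those of a sister screen read the other way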
hIAP activ – human IAP activation; activation factor at 10 µM; purified human IAP, CDP-Star luminescence, 30 min; hits give high values; 1 = vehicle-only enzyme, 0 = enzyme-free background; 330,000 compounds, 0.16% hits; P09923;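 active = activation factor of the enzyme at least 2-fold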; note: the source names both 10 and 20 µM as test concentration; values of inactives mirror those of a sister screen read the other way
ATG4B inh – blocks human ATG4B protease cleavage of LC3 substrate | inhibition, % at 8.33 µM | Q9Y4P1 | 340,000 compounds, 0.51% hits | ATG4B cleavage of LC3-PLA2, NBD-HPC fluorescence, 1 h; in the data active = inhibition above about 40%
Target sequence (Q9Y4P1 whole entry, looked up): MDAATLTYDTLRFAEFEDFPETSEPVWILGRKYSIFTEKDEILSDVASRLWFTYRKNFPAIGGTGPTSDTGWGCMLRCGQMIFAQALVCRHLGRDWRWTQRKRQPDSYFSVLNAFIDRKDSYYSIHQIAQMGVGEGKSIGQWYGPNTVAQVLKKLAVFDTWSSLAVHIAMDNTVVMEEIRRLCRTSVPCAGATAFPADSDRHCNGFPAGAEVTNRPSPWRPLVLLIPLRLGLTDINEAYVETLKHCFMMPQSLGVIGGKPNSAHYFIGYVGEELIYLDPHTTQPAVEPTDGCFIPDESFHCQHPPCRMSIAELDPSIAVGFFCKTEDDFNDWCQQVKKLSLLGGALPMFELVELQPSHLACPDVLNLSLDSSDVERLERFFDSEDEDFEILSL
* hit, by the source's call; . = no result given; & = joins results of further samples. Random draw from the library; 2.4% or so of the library scored in one or more.

SMILES | HKDC1 inh | PfGluPho inh | mIAP activ | hIAP inh | A3A deaminase | mIAP inh | hIAP activ | ATG4B inh
CC(=O)Nc1ccc(NC(=O)C(C)O/N=C/c2cccc([N+](=O)[O-])c2)cc1 (stereo not given) | -1 | -15 | 1.1 | 4 | 0 | -7 | 0.96 | -3
CC1CCN(CCCNC(=O)COc2cc(=O)n(C)c3ccccc23)CC1 | -7 | 9 | 0.97 | -2 | 2 | 3 | 1 | -13
CC1CCCC(NC(=O)COC(=O)c2cc(S(=O)(=O)N3CCCCC3)ccc2N2CCOCC2)C1C (stereo not given) | -6 | 20 | 0.98 | 8 | -1 | 2 | 0.92 | -20
CCCCn1c2nc3ccccc3nc2c2c(=O)n(CCC(C)C)cnc21 | -9 | -8 | 0.93 | 11 | -2 | 8 | 0.89 | -5
CN1CCN(C(=O)CN(C)S(=O)(=O)c2ccc3ccccc3c2)CC1 | -10 | -7 | 0.98 | -12 | 4 | 2 | 1.1 | -16
O=C(Nc1cccn2ncnc12)c1cccc(C(F)(F)F)c1 | -5 | 0 | 0.94 | 8 | 0 | 6 | 0.92 | -9
Cc1cc(Nc2nnnn2-c2ccccc2)n(-c2ccccc2)n1 | -2 | -16 | 1.1 | -3 | 4 | -6 | 1 | 15
CCc1sc(C(C2C(=O)CC(C)(C)CC2=O)C2C(=O)CC(C)(C)CC2=O)cc1[N+](=O)[O-] | 0 | 17 | 0.92 | 2 | 6 | 8 | 0.98 | -12
CN(C(=O)COC(=O)CNC(=O)c1ccccc1Cl)c1ccccc1 | -2 | 4 | 0.97 | 3 | 2 | 2 | 0.97 | -4
CCN(CC)CCCNC(=O)c1cc(Nc2ccc(OC)cc2OC)nc2ccccc12 | -4 | 5 | 0.81 | 13 | -2 | 19 | 0.87 | 2
Cn1nc(C(=O)Nc2ccc(S(=O)(=O)Nc3ncccn3)cc2)ccc1=O | 2 | 12 | 0.94 | 2 | 27 | 6 | 0.98 | -1
Cc1cc(NC(=O)CCS(=O)(=O)c2ccc3c(c2)NC(=O)C(C)S3)ccc1Br (stereo not given) | 4 | -13 | 0.98 | -33 | 0 | 2 | 1.3 | -16
Cc1cc(C)n(-c2nc3ccccc3c(=O)n2OCc2ccc(F)cc2)n1 | 9 | 12 | 0.96 | -3 | -3 | 4 | 1 | -4
Cc1cc(C)cc(NC(=O)COC(=O)CCCC2=NS(=O)(=O)c3ccccc3N2)c1 | 13 | 1 | 1.1 | -24 | -4 | -8 | 1.2 | -3
O=C(c1ccccc1-c1ccccc1)N1CCCCC1 | -2 | -15 | 1.1 | 3 | -1 | -7 | 0.97 | 8
O=C(Cn1c(=O)sc2ccccc21)N1CCOCC1 | 15 | -2 | 0.93 | 8 | -1 | 7 | 0.92 | -2
COc1cccc(C(=O)Nc2ccc(Cl)c(C(F)(F)F)c2)c1 | 3 | 65* | 1 | 1 | 11 | -1 | 0.99 | -8
COC(C[C@@H]1O[C@@H]1C(=O)[C@@H](C)OCc1ccccc1)OC | -5 | 13 | 0.97 | 12 | -6 | 3 | 0.88 | 6
CC(=O)Nc1cc(C)nn1-c1nc(C)cc(C)n1 | 2 | 4 | 1 | 18 | -2 | -3 | 0.82 | -4
COc1ccc(NC(=O)COC(=O)COc2ccc(Br)cc2)cc1 | -4 | -4 | 1.1 | 2 | 3 | -10 | 0.98 | -3
Cc1ccc2sc(NNC(=O)C3=COCCO3)nc2c1C | -1 | -12 | 0.95 | -50 | -6 | 5 | 1.5 | 3
COc1ccc(S(=O)(=O)N2CCOCC2)cc1NC(=O)COC(=O)C1CCC1 | -3 | -5 | 0.91 | 8 | 1 | 9 | 0.92 | 0
CCOC(=O)c1c(NC(=O)c2ccco2)sc2c1CCCC2 | -3 | 21 | 0.94 | -6 | 3 | 6 | 1.1 | -15
CC(C)OC(=O)Nc1ccc(Oc2c(F)c(F)c(F)c(F)c2F)cc1 | -1 | -7 | 1.1 | -18 | 9 | -6 | 1.2 | 5
CCC(=O)N1CCN=C1SCc1cc(C)ccc1C | -3 | -11 | 0.92 | -32 | -5 | 8 | 1.3 | 3
CCCCn1c(N)c(N(CCC(C)C)C(=O)CSc2nnc(C)s2)c(=O)[nH]c1=O | 9 | -25 | 0.97 | -9 | 4 | 3 | 1.1 | -1
O=C(Nc1ccc(Br)cn1)c1cccc(C(=O)Nc2ccc(Br)cn2)c1 | -1 | -9 | 1 | 11 | -4 | -2 | 0.89 | -1
OCCCn1c(C2CCCN2c2nc(-c3ccc(Cl)cc3)cs2)nc2cc(C(F)(F)F)ccc21 (stereo not given) | 1 | 18 | 0.89 | -6 | -2 | 11 | 1.1 | 2
CCOC(=O)C(=O)N/N=C/c1cccc(Br)c1 | -3 | 2 | 0.99 | 17 | -1 | 1 | 0.83 | -3
CC(C)(C)c1ccc(C2(C)NC(=O)N(CC(=O)c3ccc[nH]3)C2=O)cc1 (stereo not given) | -5 | 7 | 1.1 | -13 | 2 | -12 | 1.1 | -4
CN(C)S(=O)(=O)c1cccc(NC(=O)CSc2ncnc3ccccc23)c1 | -6 | -5 | 0.99 | 3 | 8 | 1 | 0.97 | 25
CCOc1ccc(NC(=O)CSc2nc3c([nH]c4ccccc43)c(=O)n2C)cc1 | -2 | -4 | 0.99 | 4 | -3 | 1 | 0.96 | 5
CC(C)[C@@H](C(=O)N[C@@H](C(=O)O)c1ccccc1)N1C(=O)N2CCc3c([nH]c4ccccc34)[C@@]2(C)C1=O | 3 | -19 | 0.91 | 9 | -2 | 9 | 0.91 | -13
COc1ccccc1/C=C/C=N/n1c(-c2ccc(C)cc2)n[nH]c1=S | -11 | 7 | 0.93 | 19 | -1 | 7 | 0.81 | 22
Cc1cccc2c(N=Nc3ccc(S(=O)(=O)Nc4cccc(Cl)c4)cc3[N+](=O)[O-])c(O)[nH]c12 | 1 | -44 | 0.87 | -26 | 2 | 13 | 1.3 | 4
O=C(Nc1cccc(S(=O)(=O)N2CCOCC2)c1)c1cc(=O)[nH]c2ccccc12 | -1 | -8 | 0.85 | 4 | -4 | 15 | 0.96 | -41
COc1ncnc(OC)c1S(=O)(=O)Nc1ccc(C(F)(F)F)cc1 | 1 | 0 | 0.99 | -11 | -1 | 1 | 1.1 | -1
Cc1n[nH]c(=O)c2c(NC(=O)COC(=O)c3cccc(OC(F)F)c3)oc(C)c12 | -5 | -10 | 1 | -15 | -1 | -3 | 1.1 | 2
CCCCNC(=S)N(C)/N=C/c1c(F)cccc1F | 7 | 11 | 0.96 | 7 | -2 | 4 | 0.93 | 8
Cc1cc(C)cc(OCC(=O)Nc2ccccc2C(=O)N2CCOCC2)c1 | 2 | -3 | 0.9 | -3 | 0 | 10 | 1 | 1
O=S(=O)(c1ccc(NC(=S)Nc2ccccc2)cc1)N1CCOCC1 | -10 | -16 | 1 | -6 | -1 | -1 | 1.1 | -8
Cn1c(=O)[nH]c(=O)c2c1nc(Br)n2CCCSc1nc2ccccc2o1 | 7 | -9 | 0.99 | -6 | 3 | 1 | 1.1 | 0
CN=c1scc(-c2cccs2)n1/N=C/c1ccc(O)c(O)c1O | 27 | 34 | 0.74 | -64 | 11 | 26 | 1.6 | 2
Cc1nn(CC#N)c(=O)n1-c1cccc(F)c1 | -4 | -5 | 0.93 | -4 | 2 | 7 | 1 | -4
CN(C)CCNC(=O)c1c(CSc2ccc(Cl)cc2)noc1C(=O)NCc1ccccc1 | 1 | 5 | 1.1 | 0 | -2 | -13 | 0.99 | -4
O=C(COC(=O)c1cc(=O)[nH]c(=O)[nH]1)NCc1ccccc1 | -3 | 9 | 0.95 | -1 | 2 | 5 | 1 | -9
CN(CC(=O)NCc1ccc(F)cc1)S(=O)(=O)c1ccc2c(c1)n(C)c(=O)c(=O)n2C | 8 | 4 | 1 | 7 | -5 | 0 | 0.93 | 4
Cc1cccc2c1N(CCCOc1ccc(C(C)(C)C)cc1)C(=O)C2=O | 19 | 35 | 0.94 | 6 | 1 | 6 | 0.94 | -8
CCOc1ccc(C(=O)NCC(c2ccco2)N2CCc3ccccc3C2)cc1 (stereo not given) | -2 | 16 | 0.98 | 8 | -3 | 2 | 0.92 | -1
O=C(NC1(C(F)(F)F)NC(=O)N(Cc2ccccc2)C1=O)c1cccnc1 (stereo not given) | 2 | 1 | 0.96 | 9 | -5 | 4 | 0.91 | 4
CCc1c(C)sc2nc3c(C(=O)N4CCOCC4)cc(C(=O)c4cc(F)ccc4O)cn3c(=O)c12 | 2 | 17 | 0.76 | 5 | 2 | 24 | 0.95 | -11
Cc1ccc(NC2CCCN(C(=O)c3ccc(F)cc3)C2)cc1C (stereo not given) | 0 | 1 | 1 | -22 | -5 | -2 | 1.2 | 18
COc1cc(/C=N/NC(=O)c2ccc(COc3cc(C)ccc3C(C)C)cc2)cc(OC)c1O | 7 | 9 | 0.97 | -5 | 0 | 3 | 1 | 0
CS/C(=N\S(=O)(=O)c1cccs1)Nc1ccc(N2CCOCC2)cc1 | -6 | 9&-8 | 1 | 10 | -6 | -4 | 0.91 | -20
CCCCC(CC(O)COCCC)C(=O)NN (stereo not given) | -6 | -3 | 1.1 | -12 | -2 | -6 | 1.1 | 7
COc1ccccc1-n1cnc(N)c1C(=O)c1ccccc1 | -2 | 2 | 0.95 | 3 | 0 | 5 | 0.97 | -9
COc1ccc([C@H]2CC(=O)C=C(c3ccc(Cl)c(F)c3)C2)cc1 | -3 | -3 | 1 | -2 | 3 | -2 | 1 | 5
CC(C)C(=O)N1CCC2(CC1)Oc1ccc(F)cc1C(=O)C21CC(c2ccccc2)=NO1 (stereo not given) | -4 | -10 | 1.1 | -11 | 0 | -6 | 1.1 | 4
CC(C)C(NC(=O)c1ccc(C(C)(C)C)cc1)C(=O)NC1=NCCS1 (stereo not given) | -3 | 6 | 0.93 | -9 | -2 | 7 | 1.1 | -15
Cc1cccc(Nc2cc(C)c3c(O)cccc3n2)c1C | 11 | 35 | 0.95 | 8 | 1 | 5 | 0.92 | 31

Reformatted: 2 of the compounds above
Values run as follows: HKDC1 inh	PfGluPho inh	mIAP activ	hIAP inh	A3A deaminase	mIAP inh	hIAP activ	ATG4B inh
- COc1cc(/C=N/NC(=O)c2ccc(COc3cc(C)ccc3C(C)C)cc2)cc(OC)c1O
 : 7	9	0.97	-5	0	3	1	0
- CS/C(=N\S(=O)(=O)c1cccs1)Nc1ccc(N2CCOCC2)cc1
 : -6	9&-8	1	10	-6	-4	0.91	-20

(further entries)
SMILES | HKDC1 inh | PfGluPho inh | mIAP activ | hIAP inh | A3A deaminase | mIAP inh | hIAP activ | ATG4B inh
Cc1cc(NC(=O)C(C)SCC(=O)OCC(=O)Nc2c(C)cccc2C(C)C)no1 (stereo not given) | -7 | -4 | 1.1 | 4 | -2 | -11 | 0.96 | -5
O=C(NN1C(=O)/C(=C/c2cccc(O)c2)SC1=S)c1ccccc1O | -3 | -42 | 0.62 | -63 | -2 | 38 | 1.6 | 2
O=C1CC(c2ccccc2Br)c2cc3c(cc2N1)CCC3 (stereo not given) | . | . | 1.2 | -7 | -7 | -20 | 1.1 | .
CCCCCCCCCCCCN1[C@@H](CC(C)=O)c2cc(F)cc(F)c2S1(=O)=O | 1 | 23 | 0.96 | 5 | 3 | 4 | 0.95 | 5
COc1cccc(OCC(=O)Nc2ccncc2)c1 | -5 | 7 | 0.91 | 11 | -3 | 9 | 0.89 | -3
Cc1c(NC(=O)CSc2nnc(C(C)Oc3ccc(Cl)cc3)n2-c2ccccc2)c(=O)n(-c2ccccc2)n1C (stereo not given) | -20 | -15 | 1.1 | -11 | 0 | -11 | 1.1 | -16

Compound activity from PubChem BioAssay.
